CXCR6 inh: inhibitors of human CXCR6 receptor | 360,000 tested, 0.36% active | inhibition, % at 20 µM | CHO-K1 PathHunter CXCR6 beta-arrestin, luminescence | AID 602244 | O00574; in the data active means inhibition above about 34%, passing the limit was not always enough;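 further: antagonist mode with CXCL16 agonist at 10 nM final; 0% = 10 nM CXCL16 with DMSO and 100% = unstimulated wells without agonist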
Target sequence (O00574 whole entry, looked up): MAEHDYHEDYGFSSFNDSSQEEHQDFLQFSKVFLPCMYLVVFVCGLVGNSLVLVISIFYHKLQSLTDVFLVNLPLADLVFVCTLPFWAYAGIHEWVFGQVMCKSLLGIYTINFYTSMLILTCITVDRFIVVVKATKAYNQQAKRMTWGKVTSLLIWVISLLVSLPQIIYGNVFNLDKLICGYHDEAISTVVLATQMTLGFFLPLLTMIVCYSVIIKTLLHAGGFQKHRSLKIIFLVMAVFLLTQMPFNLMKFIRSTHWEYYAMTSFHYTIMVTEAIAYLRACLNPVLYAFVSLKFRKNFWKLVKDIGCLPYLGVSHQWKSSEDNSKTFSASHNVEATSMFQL
CHOP UPR activ: activators of apoptotic arm of unfolded protein response (CHOP); CHO-CHOP luciferase reporter, UPR activation, luminescence; percent of tunicamycin response over DMSO baseline; 330,000 tested, 0.34% active; activation, % at 10 µM; AID 449763;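 active means at 10 µM dose, activation of 40% or more, normalized to positive control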;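 further: 100% = tunicamycin at 10 µg/mL and 0% = DMSO alone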
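Evaluation: % reporter activation, DMSO baseline versus tunicamycin full activation; System: CHO-CHOP luciferase reporter cell line; Input: 500 cells/well; Incubation: 6 h compound treatment, 37 °C; Measured by: Steady-Glo luciferase luminescence; Dosing: one dose, 10 µM in 0.5% DMSO; Buffer or medium: F12 medium, 10% FBS; Benchmarks: positive tunicamycin 10 µg/mL, negative DMSO alone.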
EBI2 block: blocks human EBI2 receptor beta-arrestin signaling; EBI2 beta-arrestin recruitment, luminescence, 7a,25-OHC stimulated; inhibition, % at 5 µM; 360,000 tested, 0.81% active; AID 651636; in the data active means inhibition above about 38%;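 further: enzyme fragment complementation signal reports receptor beta-arrestin coupling in cells; 0% = agonist plus DMSO wells and 100% = wells without agonist; some results beyond the cut were filed as inactive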
Target sequence (P32249 whole entry, looked up, the tested form may be a part): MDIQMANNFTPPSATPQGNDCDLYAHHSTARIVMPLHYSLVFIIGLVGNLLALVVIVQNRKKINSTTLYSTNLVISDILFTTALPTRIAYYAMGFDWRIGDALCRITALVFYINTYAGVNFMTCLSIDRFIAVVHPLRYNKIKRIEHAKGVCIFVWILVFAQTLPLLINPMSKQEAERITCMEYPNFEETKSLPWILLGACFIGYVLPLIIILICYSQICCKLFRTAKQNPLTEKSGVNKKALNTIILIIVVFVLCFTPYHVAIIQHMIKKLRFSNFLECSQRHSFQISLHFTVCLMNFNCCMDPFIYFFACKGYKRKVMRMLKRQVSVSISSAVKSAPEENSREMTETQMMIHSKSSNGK
Mdm2-MdmX inh: human Mdm2/MdmX binding inhibition. O15151+Q00987. SaOS-2 split-luciferase Mdm2/MdmX complementation, luminescence. inhibition, % at 8 µM. 330,000 tested, 3% active. AID 485346;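 active means inhibition of at least 50% at 8 µM in the primary screen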
APJ antag: APJ receptor antagonism | CHO-K1 APJ beta-arrestin complementation, luminescence | inhibition, % at 20 µM | 330,000 tested, 0.32% active;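 active means inhibition above about 40% at 20 µM, limit read from the data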;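 further: cells challenged with 10 nM apelin-13 agonist together with compound; plate controls were apelin-13 plus DMSO wells for no effect and DMSO wells lacking apelin-13 for full effect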
Target sequence (P35414 whole entry, looked up): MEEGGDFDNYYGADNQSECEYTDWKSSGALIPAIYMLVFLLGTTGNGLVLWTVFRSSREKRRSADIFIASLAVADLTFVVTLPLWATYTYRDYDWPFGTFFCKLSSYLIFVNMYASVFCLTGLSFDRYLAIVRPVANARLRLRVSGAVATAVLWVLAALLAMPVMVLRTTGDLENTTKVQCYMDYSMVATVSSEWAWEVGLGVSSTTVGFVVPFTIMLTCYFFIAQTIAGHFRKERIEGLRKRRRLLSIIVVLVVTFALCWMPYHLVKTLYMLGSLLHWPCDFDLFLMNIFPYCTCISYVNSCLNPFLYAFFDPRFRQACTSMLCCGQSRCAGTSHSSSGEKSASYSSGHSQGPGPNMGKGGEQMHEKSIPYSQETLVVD
CCR6 antagonist: CCR6 (human) receptor antagonism; P51684; CHO-K1 CCR6 PathHunter beta-arrestin, luminescence, CCL20-stimulated; inhibition, % at 20 µM; 340,000 tested, 0.49% active;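 active means compounds whose inhibition of the agonist-driven luminescence signal at 20 µM reaches about 50%, limit read from the data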;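 further: cells stimulated with CCL20 at 14 nM final; plate controls were DMSO with CCL20 for no effect and DMSO without agonist for full effect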
UPR XBP1 act: activators of adaptive arm of unfolded protein response (XBP1); 330,000 tested, 0.33% active; AID 463104; activation, % at 20 µM; CHO-XBP1 luciferase reporter, IRE1-XBP1 UPR activation, luminescence; percent of tunicamycin response, DMSO as zero;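 active means versus positive control, 20 µM dose yields 30% or more activation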;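 further: 100% = tunicamycin at 10 µg/mL and 0% = DMSO only wells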
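Material – CHO cell line with stable XBP1 luciferase reporter · Buffer or medium – F12 plus 10% FBS · Compound – single point, 20 µM final compound, 1% DMSO · Schedule – 16-18 h cell attachment at 37 °C, then 6 h compound exposure · Signal – Steady-Glo luminescence read · Benchmarks – high control tunicamycin 10 µg/mL final, low control DMSO vehicle only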
APJ ag: APJ receptor agonism | P35414 | CHO-K1 APJ PathHunter beta-arrestin, luminescence; 0% DMSO wells, 100% apelin | activation, % at 20 µM | 330,000 tested, 0.11% active;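 active means activation more than six SD over the plate average, tested at 20 µM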;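 further: 0% = DMSO alone and 100% = apelin-13 at 10 nM; some results filed as inactive read as strong as hits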
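system = engineered CHO-K1 APJ arrestin reporter cells | input = 1000 cells per well | timing = overnight seeding, 90 min compound at 25 °C, 1 h detection | measured by = enzyme-fragment complementation luminescence | read-out = beta-arrestin recruitment to APJ as agonist activity, luminescent signal | control set = negative DMSO alone, positive Apelin-13 at 10 nM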
tim23-1 inh: tim23-1 yeast growth inhibition; 330,000 tested, 1.3% active; S. cerevisiae tim23-1 growth, BacTiter-Glo luminescence, 24 h; inhibition, % at 20 µM;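 active means growth inhibition of the mutant yeast at or above 50%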;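 further: temperature-sensitive mutant grown at 25 °C; plate controls were DMSO-treated mutant yeast for no effect and medium wells lacking yeast for full effect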
Starred values were filed as active, the others as inactive. These rows are one share of the data; count on the stated rates, not on these rows.

Order of results: CXCR6 inh	CHOP UPR activ	EBI2 block	Mdm2-MdmX inh	APJ antag	CCR6 antagonist	UPR XBP1 act	APJ ag	tim23-1 inh
Cc1ccc(/C=C/C(=O)O)cc1S(=O)(=O)NCC1CCCO1 (stereo unspecified)
  -1.3	-0.7	-10.9	-3.7	-3.0	6.3	-2.5	-2.4	4.5
O=c1[nH][nH]c(-c2ccccc2O)c1C(C[N+](=O)[O-])c1cccc(Cl)c1 (stereo unspecified)
  0.7	12.1	-4.8	29.7	11.3	0.1	6.9	-2.5	55.8*
CCOC(=O)c1nnc(-c2ccccc2)nc1NCc1ccccc1
  16.8	1.0	-7.8	0.4	-8.1	23.6	-1.5	-2.7	35.9
Cc1ccc(CNC(=O)C2CCN(S(=O)(=O)N3CCC4(CC3)OCCO4)CC2)cc1
  -4.5	0.2	45.2*	9.4	-3.2	14.0	-1.9	-0.2	0.7
C/C(CC(=O)N1CCN(C=O)CC1)=N\NC(=O)c1ccc(Br)cc1
  -7.8	-1.7	0.4	-15.4	21.1	15.2	5.0	-2.0	23.1
CCOC(=O)C1CCCN(Cc2cccc(Cl)c2)C1 (stereo unspecified)
  -6.0	-1.1	-12.8	18.9	11.7	9.4	-0.7	-3.2	-11.8
O=C(CSc1nc2ccccc2s1)N1CCOCC1
  -6.0	1.0	3.0	-7.0	20.9	0.4	1.6	-3.1	-4.7
CCN1CCN(C(=O)c2ccc(C)c(S(=O)(=O)Nc3cccc(C)c3)c2)CC1
  -0.6	1.8	4.5	7.2	-0.6	-10.1	-2.1	-2.3	-10.7
COc1cc(CNc2ccc3[nH]c(=O)[nH]c3c2)ccc1OCc1ccc(F)cc1Cl
  -11.4	9.2	1.9	49.5	-12.4	-9.5	2.6	1.7	4.7
Cc1ccc(-c2nc(C#N)c(NCCCn3ccnc3)o2)cc1
  -9.3	4.0	-4.9	-5.8	-2.0	17.2	-1.4	-2.0	-14.1
COc1ccc(-c2nn(-c3ccccc3)cc2/C=C/C(=O)OCC(=O)Nc2ccccc2C#N)cc1
  -0.9	12.7	13.3	88.5*	-14.1	-9.7	9.8	1.0	-8.9
CCOc1ccccc1NC(=O)CSc1nnc(-c2cnccn2)n1C
  3.6	0.1	-11.5	0.6	1.9	-1.0	-2.8	-2.4	-7.2
CCOc1ccccc1NC(=O)Cn1cnc2c(cnn2-c2ccc(C)c(C)c2)c1=O
  -6.3	1.7	19.9	21.8	6.5	-16.9	11.1	-1.0	7.6
Cc1ccc(S(=O)(=O)NC2c3cccc4cccc(c34)C2Sc2n[nH]c(N)n2)cc1 (stereo unspecified)
  2.2	-1.9	5.3	9.7	3.7	-19.5	-0.6	-2.3	10.5
Cc1cc(Br)ccc1NC(=O)CN(C)C(=O)CCSc1ccc(F)cc1
  -5.1	-0.5	0.3	-7.7	-4.2	13.7	-3.2	-4.1	9.3

Further results:
Order of results: CXCR6 inh	CHOP UPR activ	EBI2 block	Mdm2-MdmX inh	APJ antag	CCR6 antagonist	UPR XBP1 act	APJ ag	tim23-1 inh
CCOC(=O)COc1ccc(S(=O)(=O)Nc2ccc(C)cc2)cc1
  -2.0	-0.4	-0.4	-16.5	-5.0	-15.1	0.7	-0.8	21.6
Cc1cccc(N2C(=O)N3[C@H](c4ccc(Cl)cc4)[C@@H]4C(=O)N(C5CCCCC5)C(=O)[C@@H]4[C@]3(Cc3ccc(Cl)cc3)C2=O)c1
  2.8	1.6	-6.3	23.9	-5.3	10.6	0.6	5.7	-8.3
CC(C)(C)NC(=O)CCn1nc(-c2ccc(Cl)cc2)c2ccccc2c1=O
  4.5	0.0	6.0	28.2	25.6	18.4	5.2	-2.0	28.5
CC(=O)N(CCCN(C)C)CCC(C)CCC=C(C)C (stereo unspecified)
  0.3	-1.7	-5.4	-31.3	25.1	-2.2	-2.0	-4.4	6.6
COc1cccc(=O)c2c(C)n(C)c(C)c12
  5.2	1.6	-8.9	-19.6	7.2	5.2	-0.7	4.7	9.0
CCN(CC)C(=O)CSc1nnc(COc2ccccc2)n1CC
  -0.5	-1.2	-0.8	-21.6	-31.4	14.3	0.0	-4.4	15.2
CN1CCN(S(=O)(=O)c2cc([N+](=O)[O-])ccc2N2CCCCCC2)CC1
  5.6	0.2	-0.7	-4.8	15.0	23.9	1.3	-1.6	31.1
CCCC(=O)Nc1c2c(nn1-c1cccc(Cl)c1)CS(=O)(=O)C2
  3.6	-0.4	-2.3	21.3	-12.2	22.6	-3.1	-3.9	-9.2
COc1ccc(N/C(N)=N/c2nc(CSc3nnc(C)s3)cc(=O)[nH]2)cc1
  -5.3	0.3	-6.9	52.1*	4.7	3.9	-0.5	0.8	-6.5
CCn1c(SCC(=O)Nc2ccc(C(C)=O)cc2)nc2ccccc21
  -8.4	7.7	9.7	-13.2	9.0	-9.3	0.9	-2.7	-17.1
Cc1ccc(NC(=O)CSc2nnc(-c3ccco3)o2)c(C)c1
  -6.2	0.6	-0.5	-24.4	-8.0	-0.3	-1.6	-0.4	-7.0
Fc1ccc(CN2CCCN(C(=S)Nc3ccc(F)cc3)CC2)cc1
  -9.5	-0.7	-6.5	-20.7	5.9	-9.9	-2.7	-0.4	-4.8
Cc1ccc(NC(/C=C/N(C)C)=C/C(=O)C(F)(F)F)c(C)c1
  4.0	1.5	2.6	5.8	11.4	5.8	-1.8	-2.9	10.9
COc1ccc(Cn2c(C)cc3c(c2=O)C(c2cccs2)C(C#N)=C(N)O3)cc1OC (stereo unspecified)
  -1.2	-1.4	1.3	30.5	15.7	3.5	8.5	-2.3	-3.9
O=C(COC(=O)c1ccc(NS(=O)(=O)c2ccc(Br)s2)cc1)NC1CCCC1
  -0.3	1.2	-4.8	8.1	14.7	9.2	-4.3	-0.3	-2.4

(more compounds)
Order of results: CXCR6 inh	CHOP UPR activ	EBI2 block	Mdm2-MdmX inh	APJ antag	CCR6 antagonist	UPR XBP1 act	APJ ag	tim23-1 inh
CCc1ccccc1-n1cnc2cc(C(=O)O)ccc21
  2.4	1.5	-3.8	14.9	15.6	8.9	-4.5	-1.6	2.2
CC(C)CCNC1=NCCCCC1
  5.4	-1.7	1.0	4.5	-4.9	-7.3	-2.9	-2.5	-0.5
COc1ccccc1-c1coc2cc(OC(=O)/C=C/c3ccccc3)ccc2c1=O
  8.2	3.8	-10.1	6.8	-13.6	-9.7	5.7	-2.1	-7.5
O=C1ON=C(c2cccc([N+](=O)[O-])c2)/C1=C/c1ccc(O)cc1
  18.4	29.0	-8.4	4.9	2.4	44.1	-2.0	-3.1	11.5
CCOC(=O)N1CCN(c2cc(=O)n(-c3cccc(C)c3)c(=O)[nH]2)CC1
  -6.7	-2.2	3.5	-52.1	14.8	2.9	0.6	-3.0	8.2
COc1ccc(CNC(=O)COC(=O)c2cccnc2Nc2cccc(C(F)(F)F)c2)cc1
  -4.1	1.3	1.8	11.6	-0.8	3.4	-1.4	-2.2	-1.9
Cc1ccc(S(=O)(=O)NC(C)CCc2ccccc2)cc1C(N)=O (stereo unspecified)
  -12.3	-0.6	4.2	13.0	8.0	8.6	-4.6	-1.0	7.0
O=C(c1cccc(F)c1)N1CCCC(C(=O)N2CCCC2)C1 (stereo unspecified)
  -9.6	0.7	-12.6	15.1	5.2	8.2	-0.9	-0.9	7.2
CC1CN(S(=O)(=O)c2cccc(C(F)(F)F)c2)CN1C(=O)N1CCOCC1 (stereo unspecified)
  -0.3	-0.1	-3.8	-16.0	-16.3	6.1	-1.1	-3.1	5.0
CC(=O)Cn1c(=O)oc2ccccc21
  -2.4	-1.7	-8.1	2.6	-6.5	11.3	0.9	-1.4	-4.0
O=C(N/C(=C/c1cccs1)C(=O)N1CCOCC1)c1ccco1
  -7.0	-1.4	-12.1	14.3	6.0	-1.9	-4.2	-3.6	-2.1
S=c1[nH]ncn1NCc1cccc(Br)c1
  0.6	-2.5	-18.0	0.7	-0.1	2.0	-2.3	2.1	6.8
COC(=O)CCNc1ccc2c(c1)OCCO2
  -6.1	-4.8	-2.7	60.5*	-1.2	-27.2	-9.9	0.0	12.6
Cc1cccc(NC(=S)N(CCCN2CCOCC2)C(C)c2cc3ccccc3o2)c1C (stereo unspecified)
  4.0	-1.5	6.5	7.3	-7.4	1.4	-3.1	-1.9	-11.4
CC(=O)c1cccc(NC(=O)N2CCCc3ccccc32)c1
  -7.1	1.4	-4.4	17.3	-3.5	6.9	-0.7	-5.5	14.8

(further entries)
Order of results: CXCR6 inh	CHOP UPR activ	EBI2 block	Mdm2-MdmX inh	APJ antag	CCR6 antagonist	UPR XBP1 act	APJ ag	tim23-1 inh
CC(=O)c1cccc(NC(=O)C2CCCN(S(=O)(=O)c3cccc4nonc34)C2)c1 (stereo unspecified)
  3.1	-0.1	3.9	1.1	-6.0	2.9	-0.5	-0.3	-7.4
Cc1ccc(C(=O)OCC(=O)Nc2cccc(S(=O)(=O)N3CCOCC3)c2)o1
  1.0	-0.1	-9.2	-31.6	13.4	-0.9	-2.1	-1.6	2.4
COc1ccc(C2CC(c3cccs3)=NN2C(=O)CCl)cc1OC (stereo unspecified)
  6.0	-8.0	4.4	98.9*	8.6	7.2	-8.5	-0.2	33.8
COc1ccccc1NC(=O)Cc1nnc(SCC(=O)NC2CCCCC2C)n1C (stereo unspecified)
  -15.6	-2.8	2.1	22.3	10.7	5.8	0.7	1.8	18.0
CC(=C/c1ccccc1)/C=N/n1c(-c2ccco2)n[nH]c1=S
  13.9	-0.1	10.8	-7.5	20.3	20.4	4.2	-1.5	28.1
Cn1c(SCc2ccc(C#N)cc2Cl)nc2ccccc21
  -1.5	3.5	11.3	-81.5	21.2	17.8	-0.6	-1.4	43.1
CCCn1cc(S(=O)(=O)c2ccc(C)cc2)c(=O)c2cc(OCC)ccc21
  -0.8	2.4	2.5	14.9	-1.9	-2.4	-2.2	4.4	13.6
CCN(CC(=O)NCc1cccs1)CC(=O)Nc1c(Cl)ccc(C)c1Cl
  5.5	1.9	-10.9	-4.4	3.2	2.0	-0.9	0.2	12.9
CCOc1ccc(NC(=O)c2ccc(CSc3nnnn3C)cc2)cc1
  -8.7	3.3	7.0	-4.7	5.4	-16.7	1.0	-1.9	-10.8
Cn1cc(S(=O)(=O)CC(=O)Nc2ccc(Br)cc2)c2ccccc21
  -0.4	1.8	-4.9	16.1	-6.3	0.3	-5.0	-1.8	3.4
O=C(c1ccc(S(=O)(=O)Nc2ccccc2F)cc1)N1CCN(c2ccccc2O)CC1
  -0.4	-0.4	-4.0	18.7	15.7	5.6	-1.7	5.5	3.8
CCOCCc1nnc(NC(=O)C2CC(=O)N(c3ccc(OCC)cc3)C2)s1 (stereo unspecified)
  1.3	-0.7	2.4	12.6	-13.1	17.0	4.5	-2.4	5.4
CCOC(=O)c1c(NC(=O)CSc2nnc(Cc3ccccc3)o2)sc(C)c1C
  8.5	-1.2	-0.1	-25.0	-2.0	22.1	-3.4	-0.8	22.6

Screening results as filed in PubChem BioAssay.
